Bioassay records (PubChem)
Pf Dd2 growth: inhibitors of Plasmodium falciparum Dd2 growth. actives 4.3% (n = 120,000). Potency, µM (series often up to 28.9 µM), for inactives: at the highest dose activity, negative = inhibition, most hits filed as inhibitors. P. falciparum Dd2 growth, SYBR Green, 72 h; active means well fitted inhibition curve with a large enough effect; inconclusive means small, poorly fitted or top-dose-only effect; inactive means no such curve, though single readings can be large or run the other way;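 further: plate controls were DMSO vehicle for no effect and reference drug for full effect; nearly all actives have a fitted effect of over 65% in size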
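Readout: SYBR Green fluorescence, 485 nm excitation, 535 nm emission, after ~16 h lysis at 37C. Before that, Dd2-infected red cells (2.5% hematocrit) grew 72 h with compound, 29 uM top final concentration.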
The depositor's hits bear a star; i = inactive; ? = inconclusive; [ ] = dose if it differs, or a comment. Potency means the concentration at half of the fitted maximal effect.

Sample of the layout (3 entries):
mol | Pf Dd2 growth
COc1cccc(NC(=O)C2CC(=O)N(c3ccc(Br)cc3)C2)c1 (configuration not stated) | 17.3%
CCNc1ncnc2sc3c(c12)CCN(C(=O)CCOC)C3 | -14.4%
CCc1ccc(NC(=O)Cn2nc(SC)c(S(=O)(=O)c3ccc(OC)cc3)c2N)cc1 | i

This part in full, from the start:
mol | Pf Dd2 growth
COc1cccc(NC(=O)C2CC(=O)N(c3ccc(Br)cc3)C2)c1 (configuration not stated) | 17.3%
CCNc1ncnc2sc3c(c12)CCN(C(=O)CCOC)C3 | -14.4%
CCc1ccc(NC(=O)Cn2nc(SC)c(S(=O)(=O)c3ccc(OC)cc3)c2N)cc1 | i
Cc1cccnc1NC(=O)C1c2ccccc2C(=O)N(Cc2ccccc2)C12CCCC2 (configuration not stated) | -28.6%
Cc1ccc(NC(=O)CCCc2nnc3n(C)c(=O)c4sccc4n23)cc1C | -13.5%
COC(=O)C1=CN(CC(=O)Nc2ccccc2Cl)S(=O)(=O)N=C1C | 34.8%[activator]
CCn1nccc1C(=O)N1CCc2ncnc(N3CCOCC3)c2CC1 | -0.1%
CC(CNC(=O)Cn1ccc2cc(S(=O)(=O)N3CCCCC3)ccc21)c1ccccc1 (configuration not stated) | -8.2%
O=C(c1ccccc1)N1CCCCC1c1nc(C2CC2)n[nH]1 (configuration not stated) | -1.5%
COCCN1Cc2ccc(NCC(C)C)nc2C(C)(C(=O)Nc2cccc(F)c2)C1 (configuration not stated) | ?
CC(=O)N1CCCC2(CC(c3ccccn3)=NO2)C1 (configuration not stated) | 16.7%[44.1 µM]
O=C1NC2(CCN([S+](=O)([O-])c3cccc(C(F)(F)F)c3)C2)N=C1c1cccnc1 (configuration not stated) | i
Oc1c(C(c2cccc(Cl)c2)N2CCOCC2)sc2nc(-c3ccco3)nn12 (configuration not stated) | -2.1%
CCCCCc1nn2cc(-c3ccccc3)nc2s1 | i
COc1cc(Cl)ccc1OC(=O)c1cn(-c2ccccc2OC)c(=O)c2ccccc12 | 46.7%[activator]

Continued:
mol | Pf Dd2 growth
CC(C)(C)C(=O)NC1(C(F)(F)F)C(=O)Nc2c1c(=O)[nH]c(=O)n2-c1ccccc1 (configuration not stated) | -0.5%
Cc1cc(C)cc(-n2c(SCC(=O)N3CCCC3)nc3c([nH]c4ccccc43)c2=O)c1 | 10.2%
CN(Cc1ccccc1)C(=O)CN1C(=O)COc2ccc(C(=O)COc3ccccc3F)cc21 | i
C=CCN1CCN(Cc2cccc(OCC(O)CN(C)C3CCCCC3)c2)CC1 (configuration not stated) | ?
O=C(NCCc1cccs1)c1ccc(Cn2c(SCc3cccc(F)c3)nc3cccnc32)cc1 | ?
CC1(c2ccccc2)N(Cc2cccnc2)C(=O)OC12CCN(C(=O)c1ccc(Oc3ccccc3)cc1)CC2 (configuration not stated) | 6.31µM*
CCN(CC)C(=O)[C@@H]1CCC[C@@H](NC2CCN(C)CC2)CN(C)C(=O)C1 | 9.9%[44.1 µM]
CCc1ccc(NC(=O)C2=C(C)C(=O)OC23CCCCC3)cc1 | 36.8%[activator]
COc1ccc(CN2Cc3[nH]nc(-c4ccnn4C)c3CC2=O)cc1 | ?
Cc1cccc(CC(=O)N2CCN(c3cc(-c4cccs4)[nH]n3)CC2)c1 | i
Cc1ccccc1-c1noc(-c2ccccc2OCC(=O)Nc2ccccc2[N+](=O)[O-])n1 | 25.1%
Cc1cccc(OCC(=O)N2CCC(c3n[nH]c(=O)n3-c3ccccc3)CC2)c1 | ?
CN(C)c1cccc(C(=O)Nc2ccc3ncnc(N4CCCCC4)c3c2)c1 | i
O=C(CCNC(=O)c1cnccn1)NC1CCCc2c1[nH]c1ccccc21 (configuration not stated) | -8.5%
CCOCCCNC(=O)CCc1nnc2ccc(N3CCN(c4cccc(OC)c4)CC3)nn12 | 1.8%

Next structures follow:
mol | Pf Dd2 growth
COc1ccc(C(=O)N2CCn3c(nnc3[C@@H]3C[C@@H](O)CN3C(C)C)C2)c(OC)c1 | -17.0%
COc1ccc(CNC(=O)CCc2cn(Cc3cc(C)ccc3C)c3ccccc23)cc1OC | -3.4%
COc1ccc(C2=Nc3ccccc3N(CC(=O)Nc3cccc(C(C)=O)c3)C(=O)C2)cc1 | ?
O=C(CN1C(=O)NC2(CCOCC2)C1=O)Nc1ccc(Cl)cc1 | ?
CC(C)N1CCN(C(=O)CCC[C@@H]2[C@H]3CCCN4CCC[C@@H](CN2C(=O)c2ccccc2)[C@@H]34)CC1 | -20.6%
O=[N+]([O-])c1cc(-c2nc(-c3ccccc3)no2)ccc1N1CCN(c2ccccc2)CC1 | 17.9%
Cc1nnc(-c2cc(N3C[C@@H](C)O[C@@H](C)C3)ccn2)n1C1CCCCC1 | i
O=C(Cn1c(=O)c2cccn2c2ccc(F)cc21)N1CCN(c2ccccc2F)CC1 | i
CCn1c2c(c(=O)n1-c1ccccc1)CCN(C(=O)c1ccc(Cl)cc1)C2 | i
O=C(NC1CCN(c2cc(-c3ccccc3)[nH]n2)C1)c1ccccc1 (configuration not stated) | ?
Cc1noc(C)c1CC(=O)NC1CCc2nnc(C)n2CC1 (configuration not stated) | 47.5%[activator]
COc1cccc(NC(=O)[C@@H]2C[C@H](c3ccc(F)cc3)N([S+](C)(=O)[O-])C2)c1 | 6.31µM*
CS(=O)(=O)N1CC[C@H](c2nc3cc(Cl)ccc3o2)C1 | -14.4%[44.1 µM]
CCN(CCN(C)C)C(=O)c1coc(COc2ccc3sc(C)nc3c2)n1 | -6.0%
CCOCCCNC(=O)C(NC(=O)C1CCC(C)CC1)C(C)C (configuration not stated) | 23.3%

The listing continues:
mol | Pf Dd2 growth
CCN1C(=O)Cc2cc(C(=O)Nc3ccccc3)ccc21 | ?
CCCC(=O)n1nc(-c2cccnc2)nc1NCc1ccc(OC)cc1 | 21.8%
CC1=C(C(=O)Nc2cccc(F)c2)C2(CCCCCC2)OC1=O | -6.0%
O=C(c1ccoc1)N1CCCN(CCc2ccccc2)c2ccccc21 | ?
COCCc1noc(CNC(=O)c2sc3cccc(F)c3c2Cl)n1 | -18.9%
COc1ccc(NC(=O)c2c(C)oc3ccc(O)c(CN4CCCC(C)C4)c23)cc1Cl (configuration not stated) | 0.398µM*
O=C(Cc1ccncc1)N1CC(F)(F)C[C@H]1c1nc(C2CC2)no1 | -15.8%
Cc1oc(-c2ccccc2Cl)nc1CS(=O)CC(=O)NCc1ccc(Cl)cc1 (configuration not stated) | 52.0%[activator][5.79 µM]
NS(=O)(=O)c1ccc(C(=O)N2CCC(CO)(CN3CCCC3)CC2)cc1 | 1.6%
O=C1CCN(C(=O)c2ccsc2)CCCC(c2nc(-c3cnccn3)no2)CCN1 (configuration not stated) | ?
O=C(c1ccccc1)N1CCCC2(CC(c3ccccc3)=NO2)C1 (configuration not stated) | 1.2%
O=C1CC(c2ccccc2)N(C(=O)c2cccs2)CCCCCCN1 (configuration not stated) | -26.9%
COc1cccc(C(=O)Nc2ccc3c(c2)CN(Cc2ccc(OC)cc2OC)C(=O)CO3)c1 | ?
CCN1c2cc(C(=O)Nc3cccc(F)c3)ccc2C(=O)N2CCCCCC21 (configuration not stated) | ?
CS(=O)(=O)N(C1CC1)C1CCOC2(CCN(C(=O)Nc3ccccc3)CC2)C1 (configuration not stated) | -0.5%

Six compounds drawn at random from those above:
mol | Pf Dd2 growth
CCN1C(=O)Cc2cc(C(=O)Nc3ccccc3)ccc21 | ?
CCCC(=O)n1nc(-c2cccnc2)nc1NCc1ccc(OC)cc1 | 21.8%
O=C(c1ccccc1)N1CCCC2(CC(c3ccccc3)=NO2)C1 (configuration not stated) | 1.2%
CS(=O)(=O)N(C1CC1)C1CCOC2(CCN(C(=O)Nc3ccccc3)CC2)C1 (configuration not stated) | -0.5%
CC1=C(C(=O)Nc2cccc(F)c2)C2(CCCCCC2)OC1=O | -6.0%
O=C1CC(c2ccccc2)N(C(=O)c2cccs2)CCCCCCN1 (configuration not stated) | -26.9%

Further records.
compound	Pf Dd2 growth
COc1cccc(CNC(=O)CCNS(=O)(=O)c2ccc3c(c2)CCCC(=O)N3)c1	41.5%[activator]
O=C(CCc1c[nH]c2ccccc12)N1CCC(c2nccn2CC2CC2)CC1	-8.1%
COC(=O)[C@@H]1Cc2c([nH]c3ccccc23)[C@H]2C[C@H](NCc3cccs3)C[C@@H](c3ccc(F)cc3)N21	?
CCn1cc(S(=O)(=O)N2CCCC(c3nn[nH]n3)C2)cn1 (configuration not stated)	19.4%
O=C(CCn1ccn2nc3c(c2c1=O)CCCC3)Nc1cccc(OC(F)(F)F)c1	?
Cn1ccnc1C(=O)C1CCCN(Cc2cc(=O)c3cccc(Cl)c3[nH]2)C1 (configuration not stated)	?
O=C(Nc1ccc(F)cc1)[C@@H](c1ccccc1)N1Cc2ccccc2C1=O	4.2%
Cc1cnc(C(=O)N2CCC(c3nnc(CN4CCCC4)n3C3CC3)CC2)cn1	-1.9%
NC(=O)c1cc(S(=O)(=O)N2CCN(c3ccc(F)cc3)CC2)cs1	i
COc1ccc(NC(=O)Cn2c(-c3ccc(F)cc3)nc(C)cc2=O)cc1OC	?
CCCCOc1ccc(C(=O)NCCc2sc(-c3ccc(OC)c(OC)c3)nc2C)cc1	i
COc1cccc(C(=O)N2CCOCC2CC(=O)N2CCNC(=O)C2)c1 (configuration not stated)	9.5%
O=C(N[C@@H]1CN(c2ncccn2)C[C@H]1CO)c1ccco1	35.3%[activator]
O=C(CCn1ccn2nc3c(c2c1=O)CCCC3)NC1CCCCCC1	?
COc1ccc(NC(=O)N2C[C@@H]3C[C@H](C2)c2ccc(NC(=O)Nc4cccc(C#N)c4)c(=O)n2C3)cc1	?

Remaining list, next part:
compound	Pf Dd2 growth
COc1ccc(C(=O)N2CCC(N3C[C@H](O)C[C@H]3C(=O)NC3CCCCC3)CC2)c(OC)c1	?
CCCCN(C)CCCNC(=O)c1cc(=O)[nH]c2ccc(S(=O)(=O)N3CCCCC3)cc12	7.8%
Cn1c(=O)c2c(n3ncnc13)NC(=O)CC2c1cccc(F)c1 (configuration not stated)	11.2%
CCC1(O)CCC12CCN(C(=O)c1cccc(C)c1)CC2 (configuration not stated)	-4.4%
COCc1c(C(=O)N2CCCC3(CCC(=O)N(C4CC4)C3)C2)noc1C (configuration not stated)	-12.6%
COc1ccc(OC)c(CNC(=O)C2CCCN(c3ncnc4onc(-c5ccc(F)cc5)c34)C2)c1 (configuration not stated)	-18.1%
Cc1ccc(CNC(=O)N2CCC(Cn3c(C)cnc3C3CCOCC3)CC2)cc1	-23.6%
CNc1nc(C(=O)N2CCC3(CC2)c2nc[nH]c2CCN3C)cs1	19.7%
COc1cccc(NC(=O)CN2C(=O)CC(c3ccco3)Sc3ccccc32)c1 (configuration not stated)	-10.3%
COc1ccc(C(=O)N[C@@H]2CN(C)C[C@H]2CN(C)C)c(C)c1	18.7%
Fc1ccc(-c2noc3ncnc(Nc4ccc(F)cc4F)c23)cc1	i
CC(=O)N1CCCC(c2nn(-c3ccccc3)c(=O)[nH]2)C1 (configuration not stated)	16.5%[44.1 µM]
O=S(=O)(c1ccccc1)N1CCCC(c2nc(CCOCC3CCCC3)no2)C1 (configuration not stated)	i
COc1ccc(NC(=O)C(CC(C)C)NS(=O)(=O)c2ccc3c(c2)oc(=O)n3C)cc1Cl (configuration not stated)	i
CCc1cccc(C)c1NS(=O)(=O)c1ccc2c(c1)CC(C)N2C(=O)C1CC1 (configuration not stated)	?

(next part)
compound	Pf Dd2 growth
COc1ccccc1NC(=O)CSc1ccc(-c2sc(C)nc2C)nn1	?
CCc1ccc(NC(=O)N2CCN(c3nnc(C)c4c(C)n(-c5ccc(Cl)cc5)nc34)CC2)cc1	-14.3%
O=C(c1ccc(OC(F)(F)F)cc1)N1CCC(c2n[nH]c(=O)n2-c2ccccc2)CC1	-14.1%
CN(c1ccccc1)c1ccc2nnc(-c3cc(C(=O)N4CCCCC4)ccn3)n2n1	i
COc1cc(NC(=O)CCC2CCN(C(=O)c3ccccc3)CC2)cc(OC)c1	i
CCN1C(=O)C2CC3(CCN(S(=O)(=O)c4cccc(OC)c4)CC3)CN2C1=O (configuration not stated)	-22.0%
Cc1cc(CNC(=O)[C@@H]2CCC[C@@H](NCc3ccc(C(F)(F)F)cc3)CN(C)C(=O)C2)no1	i
COCC(=O)N[C@@H]1C[C@H](COC)[C@@H](O)[C@H]1O	5.4%[44.1 µM]
Cc1ccc(C2Cn3nnc(-c4noc(Cc5ccc(F)cc5)n4)c3CO2)cc1 (configuration not stated)	-24.6%
C1CNC(c2nc(CCOCC3CCOCC3)no2)C1 (configuration not stated)	-2.3%
CN(C)Cc1nnc(C2CCCN(C(=O)c3ccn4nnnc4c3)C2)n1C (configuration not stated)	5.2%
CC1=C[C@@H](CNC(=O)Cn2cnnn2)[C@H](C(C)C)C[C@H]1Cc1nc2ccccc2n1C	10µM*
C=CCNC(=O)N1CC[C@H]2CC(=O)N(Cc3ccc4c(c3)OCO4)CC[C@H]2C1	2.1%[44.1 µM]
CN1CCC2(CCC1=O)CN(C(=O)CCOc1ccccc1)CCN2C (configuration not stated)	0.2%
O=C(Nc1ccccc1)N1CCC(N2C(=O)C(OCC3CC3)C23CCCCC3)CC1 (configuration not stated)	?

(more compounds)
compound	Pf Dd2 growth
O=C(Cc1cccs1)N1CCC(c2noc(-c3cccnc3)n2)C1 (configuration not stated)	i[5.79 µM]
COc1ccccc1CCC(=O)Nc1cccc(-c2nnc3n2CCCC3)c1	?
Cc1ccc(NC(=O)C2CC(=O)Nc3ncnn32)cc1C (configuration not stated)	-2.3%
O=C(CN1C(=O)COc2ccc(S(=O)(=O)N3CCOCC3)cc21)N1CCN(c2cccc(C(F)(F)F)c2)CC1	-28.7%

3 compounds already listed, arranged by molar mass, low to high:
compound	Pf Dd2 growth
O=C(Cc1cccs1)N1CCC(c2noc(-c3cccnc3)n2)C1 (configuration not stated)	i[5.79 µM]
O=C(Nc1ccccc1)N1CCC(N2C(=O)C(OCC3CC3)C23CCCCC3)CC1 (configuration not stated)	?
O=C(CN1C(=O)COc2ccc(S(=O)(=O)N3CCOCC3)cc21)N1CCN(c2cccc(C(F)(F)F)c2)CC1	-28.7%

Only part of the results is shown; the hit share may differ from the screen's.
